# NPR1 activator – GC-A stimulated cGMP production enhancers – HEK293 GC-A cells, cGMP TR-FRET, EC30 ANP, primary screen; Atrial natriuretic peptide receptor 1 (Homo sapiens), P16066; 0% at EC30 ANP, 100% saturating ANP; activation, % at 10 µM; 0.14% of 370,000 active; in the data active means activation above about 40%
# DAX1 inh-1 – DAX1 (NR0B1) inhibitors on StAR promoter, primary screen, cell-based, luminescence, SF-1 (NR5A1), full-length DAX-1 | HEK293T StAR-luciferase reporter, SF-1/DAX-1 repression relief | inhibition, % at 6.8 µM | 1.1% of 370,000 active | AID 652010, 2013;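 active means inhibition above the mean over all tested compounds plus 3 SD, cut at about 3.6% in these data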;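 further: 0% = DAX-1 cells with DMSO and 100% = cells lacking DAX-1 with DMSO; higher inhibition means more luminescence from relief of DAX-1 repression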
# hcDAF-12 act – H. contortus DAF-12 nuclear receptor activators, primary screen, cell-based, luminescence, HEK293, lit1-tk-luc reporter; 1.4% of 370,000 active; activation, % at 6.8 µM; HEK293 hcDAF-12 lit1-tk-luc reporter; 0% DMSO, 100% Δ7-dafachronic acid;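 active means activation above the mean of all tested compounds plus 3 SD, cut at about 5.5% in these data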;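 further: 100% = response to 3 µM Δ7-dafachronic acid high control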
# SMARCA2 act – SMARCA2 (BRM) function activators, primary screen, cell-based, luminescence, high throughput. MG213 cells, MMTV-luciferase reporter, dexamethasone, overnight. activation, % at 9.1 µM. 1% of 370,000 active. AID 652017, 2013; in the data active means activation above about 7.8%;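 further: 0% = vehicle wells and 100% = reference activator wells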
# GC-B act – human GC-B receptor activators, primary screen, HEK293 GC-B cells, cGMP TR-FRET, EC30 CNP; activation, % at 10 µM; Atrial natriuretic peptide receptor 2 (Homo sapiens), P20594; AID 1920062, 2024; 0.11% of 370,000 active; 0% at EC30 CNP, 100% saturating CNP;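 active means activation at 10 µM reaching about 35% in either raw or pattern-adjusted values, limit read from the data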
# sPLA2-III inh – human group III sPLA2 inhibitors, primary screen, biochemical, QFRET, BODIPY PC-A2 liposome substrate; QFRET BODIPY PC-A2 liposome hydrolysis, fluorescence; inhibition, % at 12.2 µM; 0.56% of 370,000 active; AID 743126, 2013;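 active means inhibition above mean plus 3 SD of compounds lying within the high and low control bounds, cut at about 19% in these data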;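 further: 0% = median of test compound wells and 100% = no enzyme DMSO wells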
# Target sequence (Q9NZ20 whole entry, looked up): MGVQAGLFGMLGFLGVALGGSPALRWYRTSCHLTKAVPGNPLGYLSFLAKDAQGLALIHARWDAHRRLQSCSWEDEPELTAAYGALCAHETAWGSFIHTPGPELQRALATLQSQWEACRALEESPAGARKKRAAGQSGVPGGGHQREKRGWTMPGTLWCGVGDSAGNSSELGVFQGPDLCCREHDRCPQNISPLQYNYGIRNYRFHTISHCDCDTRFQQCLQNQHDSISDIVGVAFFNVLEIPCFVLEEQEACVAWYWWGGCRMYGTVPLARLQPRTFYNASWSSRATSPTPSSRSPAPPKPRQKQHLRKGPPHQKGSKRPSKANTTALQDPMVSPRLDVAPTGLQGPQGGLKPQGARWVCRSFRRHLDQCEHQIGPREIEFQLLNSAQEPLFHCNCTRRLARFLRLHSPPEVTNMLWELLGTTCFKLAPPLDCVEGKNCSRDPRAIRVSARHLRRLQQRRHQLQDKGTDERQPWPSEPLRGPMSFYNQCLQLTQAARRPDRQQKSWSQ
# hgDAF-12 ag – H. glycines DAF-12 receptor agonists, primary screen, cell-based, luminescence, HEK293, GAL4 fusion, UAS-luciferase; 1.8% of 370,000 active; Nuclear hormone receptor DAF-12 (Heterodera glycines), GAL4 fusion; HEK293 GAL4-hgDAF12 UAS-luciferase reporter, agonist luminescence; normalized to butyrate control; AID 687014, 2013; activation, % at 6.8 µM;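 active means activation above a cutoff set at the mean of all screened compounds plus 3 SD, cut at about 10% in these data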;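 further: 0% = DMSO wells and 100% = sodium butyrate wells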
# ssDAF-12 act – S. stercoralis DAF-12 nuclear receptor activators, primary screen, cell-based, luminescence, HEK293, GRIP1 co-expression, lit1-tk-luc; HEK293 ssDAF-12/GRIP1 lit1-tk-luc reporter; % of 3 µM dafachronic acid response; activation, % at 6.8 µM; 1% of 370,000 active; AID 652126, 2013;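 active means activation above the mean over all tested compounds plus 3 SD, cut at about 0.9% in these data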;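 further: 0% = DMSO-only wells and 100% = 3 µM delta7-dafachronic acid wells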
# proKLK7 act – proKLK7 zymogen activators, primary screen, biochemical, fluorescence intensity. purified proKLK7, EDANS-DABCYL substrate fluorescence; 100% is mature enzyme control, 0% vehicle. activation, % at 7 µM. 0.9% of 370,000 active;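 active means activation above the mean of all tested compounds plus 3 SD, computed per campaign excluding outliers beyond control limits, cut at about 13% in these data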
# Target sequence (P49862 whole entry, looked up): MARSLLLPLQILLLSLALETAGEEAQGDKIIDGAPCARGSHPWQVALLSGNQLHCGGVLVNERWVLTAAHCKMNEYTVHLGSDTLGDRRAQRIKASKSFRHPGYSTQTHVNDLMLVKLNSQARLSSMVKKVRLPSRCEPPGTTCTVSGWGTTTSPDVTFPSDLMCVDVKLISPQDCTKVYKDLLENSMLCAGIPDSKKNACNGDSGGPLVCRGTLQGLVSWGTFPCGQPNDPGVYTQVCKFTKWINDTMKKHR
# DAX1 inh-2 – DAX1 (NR0B1) inhibitors, primary screen, cell-based, HEK293, Gal4-DAX1, luciferase luminescence; Nuclear receptor subfamily 0 group B member 1 (Homo sapiens), P51843; HEK293 Gal4-DAX1 luciferase reporter; inhibition, % at 6.75 µM; 0.99% of 340,000 active; AID 504766, 2011;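 active means inhibition above the mean over all tested compounds plus 3 SD, cut at about 4.2% in these data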;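 further: 0% = DAX1-transfected cells with DMSO and 100% = empty-vector control cells with DMSO; inhibition shows as a rise in luminescence from relieved DAX1 repression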
# Target sequence (P51843 207-470 limits assumed): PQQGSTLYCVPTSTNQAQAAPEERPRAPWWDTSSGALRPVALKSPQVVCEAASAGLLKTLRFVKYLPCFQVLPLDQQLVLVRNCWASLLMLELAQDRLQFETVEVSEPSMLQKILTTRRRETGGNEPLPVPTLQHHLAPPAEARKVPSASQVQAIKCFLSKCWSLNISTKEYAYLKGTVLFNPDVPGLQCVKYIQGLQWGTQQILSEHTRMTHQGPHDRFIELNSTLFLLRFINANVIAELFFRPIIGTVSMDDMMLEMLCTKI
# GAA850 FXN act – FXN promoter activators, primary screen, cell-based, luciferase luminescence, HEK293 lucGAA850. HEK293 lucGAA850 FXN promoter luciferase reporter, 24 h; percent of 10 µM SAHA response. activation, % at 6 µM. 0.56% of 360,000 active;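 active means activation above the average of all compounds screened plus 3 SD, cutoff fixed separately per campaign, cut at about 7.5% in these data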;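 further: 0% = DMSO wells and 100% = 10 µM SAHA wells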
# Numbers without * were called inactive; / = not tested or not shown.
SMILES,NPR1 activator,DAX1 inh-1,hcDAF-12 act,SMARCA2 act,GC-B act,sPLA2-III inh,hgDAF-12 ag,ssDAF-12 act,proKLK7 act,DAX1 inh-2,GAA850 FXN act
O=C(Nc1ncnc2sc3c(c12)CCCCC3)c1ccco1,0.7,0.2,0.2,4.7,-4.0,-0.2,3.4,-0.4,0.2,0.9,12.4*
Cc1ccc(Nc2ccc(N)cc2S(=O)(=O)O)cc1,2.8,0.2,-1.8,0.0,-0.9,10.6,-1.9,-1.4,0.1,1.3,0.2
O=C(O)CNC(=O)CCCn1nnc2ccccc2c1=O,3.5,0.4,1.4,4.3,10.0,-4.1,3.0,-1.2,-0.2,0.0,1.4
CCOc1ccc(CCNC(=O)C2CCCN(c3nn4c(=O)cc(C)nc4s3)C2)cc1 (stereo unspecified),-2.6,-0.2,-0.5,0.1,-0.1,1.4,-0.8,-1.4,1.3,-0.3,1.7
CN1CCN(C(=O)NCC23CC4CC(CC(C4)C2)C3)CC1,-0.5,-0.6,-1.0,1.9,7.2,2.0,0.3,-1.0,-0.3,1.2,0.8
CCc1nc2ccc(C(=O)NCCOc3ccc(OC)cc3)cn2c1N(CC)CCOC,-1.1,-2.1,-1.2,-3.2,8.6,13.4,-5.0,-1.4,0.1,/,-1.9
c1ccc(-n2nnnc2NCCCN2CCOCC2)cc1,5.5,-0.5,-0.5,-0.3,1.3,2.4,-0.3,-1.4,-0.1,-0.2,-2.1
CC(C)(C)C(=O)Nc1ccc(C(=O)NNC(=O)Cc2ccccc2)cc1,-0.8,0.8,-1.1,2.1,-4.1,-2.1,-0.5,-0.8,0.1,-0.5,1.7
COc1ccc(C(=O)NCc2ccc(C(=O)NCC(OC)OC)cc2)cc1OC,2.5,-0.8,-1.0,5.7,2.0,2.8,2.0,-1.4,0.2,0.0,-2.1
COC(=O)Nc1nnc(-c2ccco2)s1,0.8,1.0,1.1,2.0,5.1,-0.3,1.1,-0.7,0.5,/,-0.8
COc1cc(OC)c(C(=O)OCC(=O)NCC2CCCCC2)cc1OC,-3.1,-0.2,-1.0,-1.3,0.1,0.6,-0.5,-1.1,0.3,-1.2,1.5
O=C(CCc1ccccc1)NNC(=O)Cc1ccccc1,-1.4,-1.1,-1.5,6.2,4.4,3.2,-0.8,-0.5,0.2,0.2,2.1
O=C(O)c1ccc(COc2ccccc2/C=C2\NC(=O)N(Cc3ccccc3)C2=O)cc1,-2.3,0.0,-1.4,0.7,-3.9,-4.2,0.1,-1.2,0.2,-0.9,2.3
CCS(=O)(=O)NCCCCc1ccccc1,-1.6,-0.2,0.6,-1.1,6.0,-2.5,2.7,-0.9,0.1,0.7,-0.5
Cc1ccc2[nH]c(=O)c(CN(Cc3ccc4c(c3)OCO4)Cc3nnnn3C3CCCC3)cc2c1,-16.5,0.0,-3.3,-2.4,-10.1,-13.8,-0.1,-1.4,-1.5,0.2,-0.2
Cn1c(-c2ccccc2O)cc2ccccc21,-0.3,-0.7,-0.1,-0.7,0.2,-5.3,-1.3,-1.0,-0.7,1.8,-1.7
COc1cc(SC)ccc1C(=O)NCCOc1ccc(Cl)cc1,6.3,-0.3,-1.2,-2.5,3.9,-4.7,-1.2,-1.5,0.2,-0.2,-1.6
Cc1ccccc1-c1ccc(CN2CCN(C)C(CCO)C2)cc1 (stereo unspecified),-0.9,0.1,-0.8,0.9,-7.7,-6.8,0.6,-0.7,-0.3,1.7,0.9
COc1cc(NC(=O)CSc2nc3c(c(=O)[nH]2)CCCC3)cc(OC)c1OC,-3.5,-0.7,-1.9,6.2,-3.2,1.4,4.1,-0.8,0.1,-2.6,0.2
CNc1nc(SC)nc(N2CCOCC2)n1,0.5,-0.4,0.5,-1.0,6.9,-4.1,0.8,-0.5,0.3,0.0,2.0
Cc1cc(C)cc(NC(=O)Cc2ccc(NC3=NC4CS(=O)(=O)CC4S3)cc2)c1 (stereo unspecified),-3.4,0.6,-2.6,-0.5,-4.9,3.0,0.2,-0.3,0.2,-0.1,0.8
CCOC(=O)c1c(NC(=O)CCCN2CCOCC2)sc2c1CC(C)(C)OC2,-4.1,-0.4,0.0,-1.8,-2.1,2.5,1.9,-0.6,0.2,0.1,-1.6
CC(C)C(=O)N(c1ccc(F)cc1)C1C=CS(=O)(=O)C1 (stereo unspecified),1.4,-0.4,0.3,-1.2,2.7,13.1,-1.6,-0.2,0.2,0.1,0.7
COc1ccc(NC(=O)Cn2c(=O)n(CC3CCCO3)c(=O)c3cc(OC)c(OC)cc32)c(OC)c1 (stereo unspecified),-1.4,-1.7,-1.3,-3.1,-1.7,2.5,-1.9,-1.0,0.3,-0.1,-3.5
COc1ccc(/C(O)=C2/C(=O)C(=O)N(c3ccccn3)C2c2ccc(C(C)C)cc2)cc1 (stereo unspecified),2.9,1.6,4.0,2.0,-2.0,-6.7,13.2*,0.6,0.2,1.5,3.2
COc1ccc(/C(C)=N/NC(=O)c2ccccc2N)cc1,0.4,1.3,5.1,7.9*,3.1,4.8,6.7,-0.2,1.7,1.2,5.3
CCOc1ccc(NC(=O)C2CC3CCC2C3)cc1 (stereo unspecified),1.4,0.1,2.8,2.5,-7.4,-1.1,5.5,-0.5,-0.1,/,2.5
Cn1c(=O)c2c(nc(CN3CCN(C(=O)c4ccco4)CC3)n2CC(N)=O)n(C)c1=O,3.4,0.0,-1.8,-3.3,4.2,0.2,-1.0,-0.6,-0.1,0.5,4.2
N#Cc1c(-c2ccccc2)cc(-c2ccccc2)nc1SCc1nnc(-c2ccccc2)o1,3.9,-0.4,0.8,-2.5,5.7,7.9,-0.8,-0.8,-0.4,0.8,-0.3
CCCNC(=O)COC(=O)c1cccnc1Nc1ccccc1F,-0.2,0.0,-1.4,-0.5,2.5,-0.1,-0.3,-0.9,0.3,-0.8,1.3
COc1cc2c3c(c1)c(N=NC(N)=S)c(O)n3C(C)(C)C=C2C,-42.9,-0.4,-1.2,-0.2,-17.9,4.5,0.0,-0.2,-0.1,7.1*,-0.7
COc1ccc(C2CC(=O)N(CC(=O)NCC3CCCO3)c3ccccc3S2)cc1 (stereo unspecified),0.7,-0.9,-1.0,-0.3,-2.9,7.2,-1.6,-2.0,-0.6,0.2,1.0
O=C(NC12CC3CC(CC(C3)C1)C2)C1CCCN1C(=O)Nc1ccccc1 (stereo unspecified),5.5,-0.1,-2.3,0.5,3.4,2.4,-0.6,-1.3,-0.1,1.2,1.7
CNc1ccc(/C=C/C(=O)c2ccc3c(c2)OCCO3)cc1[N+](=O)[O-],-0.3,0.3,0.7,-0.2,-0.6,-0.9,1.0,-0.3,0.2,-1.0,3.4
Cc1ccccc1CCN(C(=O)c1csnn1)C(C(=O)NC1CCCC1)c1ccco1 (stereo unspecified),-14.0,-0.2,-0.6,2.0,-8.0,-4.0,-0.9,-0.8,-0.4,1.2,3.2
O=C(CC(C(=O)O)c1c(F)cccc1Cl)c1ccc(Cl)cc1 (stereo unspecified),3.6,-0.2,0.7,-1.3,1.4,-3.6,-0.1,-0.6,0.3,-0.1,0.0
CC(C)C[C@H](NC(=O)Nc1ccc2c(c1)OCCO2)C(=O)O,2.3,0.1,-2.1,2.8,2.1,3.5,4.0,-1.8,0.3,-0.8,0.3
CCNC(=O)C1CCCN(C(=O)c2ccc(OC(F)F)cc2)CC1 (stereo unspecified),-2.4,-0.9,-0.9,-1.1,-3.2,-0.9,-0.1,-1.1,0.5,/,0.3
O=c1cc(CO)oc(C(Nc2ccccn2)c2ccccc2F)c1O (stereo unspecified),1.6,0.9,-2.7,-3.1,1.7,-2.7,0.1,-1.6,0.1,-0.2,-0.6
CCc1ccccc1-n1nnnc1SCC(=O)Nc1ccc(N2CCN(C)CC2)cc1,-4.0,-1.1,-0.9,-0.8,0.0,-11.7,3.4,-0.7,0.0,-0.5,-2.0
Cc1ccc(F)c(NC(=O)CCOc2ccccc2C)c1,-0.4,0.1,-1.9,-0.2,-3.9,-2.1,0.8,-1.0,-0.3,0.5,0.8
CC(=O)OC1CCC2C3CCc4cc(OP(=O)(N5CC5)N5CC5)ccc4C3CCC12C (stereo unspecified),-1.3,-0.9,2.0,-6.3,0.6,5.2,0.6,-1.0,1.0,1.7,1.4
COc1ccc(CCN(C)C(=O)C23CC4CC(CC(Cl)(C4)C2)C3)cc1OC,-6.0,-1.2,-0.8,-2.4,3.5,-5.3,-0.2,-1.2,0.3,-0.5,1.2
CCOCCOC(=O)C(C)Oc1ccc(Oc2ncc(Cl)cc2Cl)cc1 (stereo unspecified),-1.0,0.2,0.8,-1.2,4.2,-3.0,2.2,-1.6,-0.1,-0.7,2.0
COC(=O)N/N=C/c1cc(Cl)cc(Cl)c1OCc1ccc(F)cc1,-3.8,0.6,-3.0,-2.9,-0.9,-2.4,-2.0,-0.9,-0.8,-1.4,0.9
Cc1cccc(C)c1NC(=O)CN1CCN(c2ccc(C(F)(F)F)cn2)CC1,-2.8,1.2,-2.1,-3.4,4.4,-1.4,-3.2,-1.3,0.1,/,/
COc1ccc(C(=O)NCCc2nc3cc([N+](=O)[O-])ccc3n2C)cc1,-2.3,0.6,-0.9,-5.8,1.5,4.2,-2.4,-1.0,-0.2,0.4,-1.0
Fc1ccc(CNC(=S)Nc2ccc(OC(F)F)cc2)cc1,-2.4,-1.4,-0.9,-0.6,-2.8,-7.4,2.1,-1.8,-0.6,0.1,0.9
CC(=O)Nc1ccc(NC(=S)NC(=O)c2oc3ccccc3c2C)cc1,-1.8,0.1,3.1,1.1,3.4,17.5,1.0,-0.9,-0.5,0.5,-1.1
CCCC(=O)Nc1sc2c(c1C#N)CCCCC2,4.9,0.6,0.4,3.7,-2.7,0.7,7.8,-0.8,-0.2,3.1,0.8
O=C(CSc1nnc(-c2ccc3c(c2)OCCO3)o1)N1CCCC1,-1.0,1.3,4.1,5.1,5.1,5.4,6.4,-0.1,-0.6,1.0,-1.4
CC(C)(C)n1nnnc1C(c1cc2cc3c(cc2[nH]c1=O)OCO3)N1CCN(c2ccccc2)CC1 (stereo unspecified),-0.6,0.4,1.6,-1.3,3.6,-4.4,2.3,-0.8,1.4,0.9,0.9
CC(=O)NC(CSC(CC(=O)c1ccco1)c1ccc(C)cc1)C(=O)O (stereo unspecified),-10.5,0.9,-0.6,3.0,-3.7,-1.5,1.2,-1.5,1.1,1.5,3.4

# Screening data (PubChem)
